# UBC9 SUMO inh: inhibitors of in vitro SUMOylation cascade, primary screen, biochemical, HTRF, uHTS; SUMO-conjugating enzyme UBC9 (Homo sapiens), P63279; HTRF SUMOylation assay, SAE1/SAE2 + UBC9; inhibition, % at 35 µM; 290,000 tested, 0.36% active; AID 2006, 2009; in the data active = inhibition above about 50%, passing the limit was not always enough; note: strong numbers were not always called active
# Target sequence (P63279 whole entry, looked up): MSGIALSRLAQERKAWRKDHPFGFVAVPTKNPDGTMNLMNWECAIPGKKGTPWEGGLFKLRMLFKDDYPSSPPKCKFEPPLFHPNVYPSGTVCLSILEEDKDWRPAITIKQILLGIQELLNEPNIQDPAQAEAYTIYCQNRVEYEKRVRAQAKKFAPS
# MEKK2wt PB1 HTS: modulators of MEK5 binding to wildtype MEKK2, primary screen, biochemical, multiplex bead flow cytometry, Alexa488-MEK5; binding response (% of control), % at 10 µM; Mitogen-activated protein kinase kinase kinase 2 (Homo sapiens), Q9Y2U5; 290,000 tested, 1.1% active; AID 1531, 2009; Alexa488-MEK5 binding to MEKK2 WT; actives lie on both sides; in the data active = binding response below about 67% or above about 130%
# MEKK2 mut-MEK5: MEK5 binding signal on mutant MEKK2 PB1, primary screen, biochemical, multiplex bead flow cytometry, Alexa488-MEK5; Alexa488-MEK5 binding to MEKK2 mutant; percent response, % at 10 µM; 290,000 tested, 0.35% active; in the data active = percent response above about 24%, passing the limit was not always enough; note: inactives centre near 1; some results filed as inactive read as strong as hits; reference of the scale not given here
# Starred values were filed as active, the others as inactive. Only part of the results is shown. The share of hits here may be higher or lower than overall.
(1) O=C(NCc1nc2ccccc2[nH]1)C1=C[C@@H](c2ccc3c(c2)OCO3)C[C@@H](OCc2ccc(CO)cc2)O1
(2) C#Cc1ccc([C@@H]2C=C(C(=O)NC3CC3)O[C@H](OCCCCO)C2)cc1
(3) COC(=O)CCCC1=CC2=C(c3ccccc3)C(=O)C(C)(OC(=O)C3CCCC3)C(=O)C2=CN1CCc1ccccn1 (centres undefined)
(4) CC(C#Cc1c([C@@H](C)Oc2ccccc2)nnn1Cc1ccccc1)Oc1ccccc1 (some centres undefined)
(5) CCCCNc1ccc(C(CC(N)=O)NC(=O)Cc2ccc(Br)cc2)cc1[N+](=O)[O-] (centres undefined)
(6) COc1ccc([C@H]2C=C(C(=O)O)O[C@@H](OCCCCO)C2)cc1
(7) OCC[C@H]1C[C@@H](O)[C@H](O)[C@]2(CCCCO2)O1
(8) COC(=O)[C@@H]1C[C@@H]2CC[C@@H](O)C[C@@H]2N1Cc1ccccc1OS(=O)(=O)c1ccc(C)cc1
Assay by compound,1,2,3,4,5,6,7,8
UBC9 SUMO inh,1,20,1,-6,35,8,4,-3
MEKK2wt PB1 HTS,86,98,82,90,99,99,106,100
MEKK2 mut-MEK5,-8,1,3,-12,4,2,4,-3

(9) COc1ccc2c(c1OC)C[N+]1([O-])CCc3cc4c(cc3C1C2)OCO4 (centres undefined)
(10) CCN1CCN(Cc2ccc(NC(=O)c3ccc(C)c(NC(=O)c4ccno4)c3)cc2C(F)(F)F)CC1
(11) COc1ccc(CNc2nc(NCc3ccc(OC)cc3)c3[nH]cnc3n2)cc1
(12) NC(=O)CC(NC(=O)Cc1ccc(Br)cc1)c1ccc(N2CCN(c3ccc(F)cc3)CC2)c([N+](=O)[O-])c1 (centres undefined)
(13) CC(O)[C@H]1CNC(=O)C(=O)N1CC(C)(C)C (some centres undefined)
(14) S=C1NC[C@H](Cc2cccc3ccccc23)N1CC1CCCCC1
(15) C/C=C/C=C\C(=O)Nc1cccc(C2=NOC3(C2)C[C@@H](C(N)=O)N(C(=O)c2cc([N+](=O)[O-])cc([N+](=O)[O-])c2C)C3)c1 (some centres undefined)
(16) Cc1ccc(NC(=O)c2nc[nH]c2C(=O)NCC(=O)OC(C)(C)C)cc1
Assay by compound,9,10,11,12,13,14,15,16
UBC9 SUMO inh,-24,11,7,16,9,5,5,-5
MEKK2wt PB1 HTS,80,96,92,95,103,106,95,103
MEKK2 mut-MEK5,2,7,7,5,1,4,1,0

(17) COC(=O)C1=C(C(=O)OC)[C@@H]2N(Cc3ccccc3)c3ccccc3[C@@]23C[C@@H](C(=O)OC)N(C(C)=O)C3=N1
(18) C#CCOCCOCCOCCNc1nc(N2CCN(C(=O)[C@H](CCCCN)n3cc(C(N)CO)nn3)CC2)nc(N2CCN(C(=O)[C@H](CCC(=O)O)n3cc(C(N)CC(C)C)nn3)CC2)n1 (some centres undefined)
(19) O=C(NC1CC1)C1=C[C@@H](c2ccc(Br)cc2)C[C@@H](OCc2ccc(CO)cc2)O1
(20) COc1ccccc1CNC(=O)c1cnc2sccn2c1=O
(21) NCCCC[C@H]1CNC(=O)C(=O)N1CCc1cc(C(F)(F)F)cc(C(F)(F)F)c1
(22) CCC1=C(OC(=O)N(CC)CC)N2C(=O)OC(=NCC3CC3)[C@]2(C)[C@H]2C1=CC[C@H]1C(=O)N(C)C(=O)[C@H]12
(23) C/C=C\C(=O)Nc1cccc(C2=NOC3(C2)C[C@@H](C(N)=O)N(C(=O)COc2ccc(Cl)cc2)C3)c1 (some centres undefined)
(24) COC(=O)CCC(=O)OC1(C)C(=O)C=C2C=C(C3CC3)N(C(CO)CO)C=C2C1=O (centres undefined)
Assay by compound,17,18,19,20,21,22,23,24
UBC9 SUMO inh,6,22,11,-18,18,16,4,2
MEKK2wt PB1 HTS,77,68,99,105,107,101,95,151*
MEKK2 mut-MEK5,-19,2,2,12,3,3,-12,3

(25) COC(=O)c1cccc(C23CC4(C2)[C@H](CN(Cc2cccnc2)[C@@H]4c2ccccc2)C3c2ccc(C(F)(F)F)cc2)c1 (some centres undefined)
(26) COC(C[C@@H]1O[C@@H]1[C@H](O)[C@H](C)OCc1ccccc1)OC
(27) C/C=C(\C)C(=O)Nc1cccc(C2=NOC3(C2)C[C@H](C(N)=O)N(C(=O)C(c2ccccc2)c2ccccc2)C3)c1 (some centres undefined)
(28) FC(F)(F)c1ccc(C2[C@H]3CN(Cc4cccnc4)[C@H](c4ccccc4)C34CC2(c2cccnc2)C4)cc1 (some centres undefined)
(29) COc1ccc(NC(=O)c2nc(C)c(C3(C)CC(c4ccccc4)=NO3)s2)cc1 (centres undefined)
(30) COC(=O)[C@@H]1C[C@H]2CC[C@H](O)C[C@H]2N1Cc1ccc(N2CCN(C)CC2)cc1
(31) CCCNC(=O)c1ccc2c(=O)c(O)c(-c3ccsc3)[nH]c2c1
(32) CCn1c(SCC(=O)N2CCc3ccccc32)nc2c(c1=O)SC(C)C2 (centres undefined)
Assay by compound,25,26,27,28,29,30,31,32
UBC9 SUMO inh,0,24,-5,-42,-13,12,53*,3
MEKK2wt PB1 HTS,75,99,91,101,102,108,95,94
MEKK2 mut-MEK5,7,-9,2,0,3,3,4,-5

(33) CCCCC1=CC2=C(c3ccco3)C(=O)C(C)(OC(=O)c3ccc(OC)cc3)C(=O)C2=CN1CCCN(CC)CC (centres undefined)
(34) CCC(=O)Nc1cccc(C2=NOC3(C2)C[C@@H](C(N)=O)N(C(=O)CC)C3)c1 (some centres undefined)
(35) CC(C)(C)CN1C(N)=NC[C@H]1Cc1ccc(O)cc1
(36) FC(F)(F)c1ccc(CN2C[C@@H]3C(c4ccc(Cl)nc4)C4(c5ccccc5)CC3(C4)[C@H]2c2ccccc2)cc1 (some centres undefined)
(37) CC1(OC(=O)CCc2ccccc2)C(=O)C=C2C=C(c3ccc(C#N)cc3)N(CCN3CCOCC3)C=C2C1=O (centres undefined)
(38) C[C@H](NC(=O)c1[nH]cnc1C(=O)Nc1ccccc1)C(=O)OC(C)(C)C
(39) Cc1ccc(SC[C@H](c2ccccc2)N2CCN(CC(C)C)CCC2=O)cc1
(40) COC(=O)C1=C(C(=O)OC)[C@@H]2N(C)c3ccccc3[C@@]23C[C@@H](C(=O)OC)N=C3N1
Assay by compound,33,34,35,36,37,38,39,40
UBC9 SUMO inh,26,28,8,5,23,-11,-7,4
MEKK2wt PB1 HTS,94,88,101,99,138*,68,99,93
MEKK2 mut-MEK5,3,-10,1,-2,2,-23,4,2

(41) CCOCCCNC(=O)c1cc2c(=O)n3cccc(C)c3nc2n1C
(42) COC(C[C@@H](O)C[C@H](O)COCc1ccccc1)OC
(43) CCC1=C(OC(=O)N(CC)CC)N2C(=O)OC(=NCC3CC3)[C@]2(C)[C@H]2C1=CC[C@H]1C(=O)NC(=O)[C@H]12
(44) CCC(=O)Nc1cccc(C2=NOC3(C2)C[C@@H](C(N)=O)N(C(=O)C2(C)CC2)C3)c1 (some centres undefined)
(45) CC(O)[C@H]1CNC(=O)C(=O)N1CCC12CC3CC(CC(C3)C1)C2 (some centres undefined)
(46) COC(=O)C1=C(C(=O)OC)[C@@H]2N(Cc3ccccc3)c3ccccc3[C@@]23C[C@@H](C(=O)OC)N=C3N1
(47) CCO[C@@H]1OC(C(=O)NC2CC2)=C[C@H](C(C)(C)C)[C@H]1CCCO
(48) CCOC(=O)c1nc(C)c(C(C)=O)s1
Assay by compound,41,42,43,44,45,46,47,48
UBC9 SUMO inh,22,12,-16,-4,0,27,17,11
MEKK2wt PB1 HTS,106,104,96,89,98,141*,94,86
MEKK2 mut-MEK5,0,3,7,5,-9,3,2,3

(49) NC1=NC[C@H](Cc2ccccc2)N1CCCCC1CCCCC1
(50) COC(=O)CCC(=O)OC1(C)C(=O)C=C2C=C(C3CC3)N(Cc3ccc(OC)cc3)C=C2C1=O (centres undefined)
(51) COC(C/C=C\[C@@H](O)COCc1ccccc1)OC
(52) NC(=O)CC(NC(=O)Cc1ccc(Br)cc1)c1ccc(NCC2CC2)c([N+](=O)[O-])c1 (centres undefined)
(53) O=C(NCc1ccccc1)c1onc(CSc2ccc(Cl)cc2)c1C(=O)NCc1ccccc1
(54) COC(=O)c1cccc(C23CC4(C2)[C@H](CN(C)[C@@H]4c2ccccc2)C3c2ccc(C(F)(F)F)cc2)c1 (some centres undefined)
(55) COC(=O)c1cccc(C#CC(NP(=O)(c2ccccc2)c2ccccc2)c2ccccc2)c1 (centres undefined)
(56) C=C(C)C(=O)Nc1cccc(C2=NOC3(C2)C[C@@H](C(N)=O)N(C(=O)/C(C)=C/C)C3)c1 (some centres undefined)
Assay by compound,49,50,51,52,53,54,55,56
UBC9 SUMO inh,14,3,23,39,-32,-11,-15,9
MEKK2wt PB1 HTS,151*,96,102,92,101,102,89,78
MEKK2 mut-MEK5,13,6,7,1,2,8,6,-10

(57) CN1C(C(=O)NCCc2cccs2)CC2Cn3c(nc4cc(Cl)c(Cl)cc43)C21 (centres undefined)
(58) C/C=C/C(=O)N1CC2(CC(c3cccc(NC(=O)/C(C)=C/C)c3)=NO2)C[C@H]1C(N)=O (some centres undefined)
(59) CC(C)(C)N1OC2CC1c1nc3ccccc3n1C2 (centres undefined)
(60) COC(=O)c1ccc(C23CC4(C2)[C@H](CN(Cc2ccc(-c5ccccc5)cc2)[C@@H]4c2ccccc2)C3c2ccc(Cl)nc2)cc1 (some centres undefined)
(61) CC1(OC(=O)C2CCCC2)C(=O)C=C2C=C3CCCCN3C=C2C1=O (centres undefined)
(62) COc1ccc(CCNc2ccc(C(CC(N)=O)NC(=O)c3ccccc3)cc2[N+](=O)[O-])cc1 (centres undefined)
(63) CCCC[C@@H]1CN=C(N)N1CCc1cc(C(F)(F)F)cc(C(F)(F)F)c1
(64) Cc1ccc(C(=O)Nc2cccc(C(F)(F)F)c2)cc1NC(=O)c1nccn1C
Assay by compound,57,58,59,60,61,62,63,64
UBC9 SUMO inh,-1,-15,16,9,22,6,7,31
MEKK2wt PB1 HTS,98,103,96,107,74,116,121,73
MEKK2 mut-MEK5,10,8,2,4,2,9,8,1

(65) COC(C[C@H]1O[C@H]1[C@H](O)COCc1ccccc1)OC
(66) C/C=C/C(=O)N1CC2(CC(c3cccc(NC(=O)COc4ccc(Cl)cc4)c3)=NO2)C[C@@H]1C(N)=O (some centres undefined)
(67) CC(C)C[C@H](NC(=O)c1nc[nH]c1C(=O)NCC(=O)OC(C)(C)C)C(=O)OCc1ccccc1
(68) C[C@H](c1ccccc1)n1nnc(COCc2ccccc2)c1C#CCOCc1ccccc1
(69) NCCCC[C@H]1CNC(=O)C(=O)N1CCC12CC3CC(CC(C3)C1)C2
(70) O=C(NCc1nc2ccccc2[nH]1)C1=C[C@H](c2csc3ccccc23)C[C@H](OCc2ccc(CO)cc2)O1
(71) NC1=NC[C@H](Cc2ccc(O)cc2)N1CC1CCCCC1
(72) CC1=C(C(=O)Nc2ccccc2)C(c2ccccn2)n2nc(CCCO)nc2N1 (centres undefined)
Assay by compound,65,66,67,68,69,70,71,72
UBC9 SUMO inh,8,5,-54,5,-12,-2,10,-4
MEKK2wt PB1 HTS,108,73,91,104,100,77,108,104
MEKK2 mut-MEK5,6,-20,4,4,4,-23,6,11

# Continued; it opens with the two that closed the last part.
(71) NC1=NC[C@H](Cc2ccc(O)cc2)N1CC1CCCCC1
(72) CC1=C(C(=O)Nc2ccccc2)C(c2ccccn2)n2nc(CCCO)nc2N1 (centres undefined)
(73) CCN1CCN(Cc2ccc(NC(=O)c3ccc(C)c(NC(=O)c4ccnnc4)c3)cc2C(F)(F)F)CC1
(74) Cc1ccc(C(=O)Nc2cccc(C(F)(F)F)c2)cc1Nc1ccccn1
(75) COC(=O)[C@@H]1C[C@H]2CC[C@H](O)C[C@H]2N1Cc1ccc(C)s1
(76) NC(=O)CC(NC(=O)c1ccc(Br)cc1)c1ccc(N2CCN(c3ccccn3)CC2)c([N+](=O)[O-])c1 (centres undefined)
(77) COc1cc([C@@H]2c3cc4c(cc3[C@@H](O)[C@@H](CO)[C@@H]2CO)OCO4)cc(OC)c1O[Si](C)(C)C(C)(C)C
Assay by compound,71,72,73,74,75,76,77
UBC9 SUMO inh,10,-4,18,6,6,-9,-74
MEKK2wt PB1 HTS,108,104,99,84,98,95,132
MEKK2 mut-MEK5,6,11,-6,-3,1,1,1

# Among those listed so far, these contain a tert-butyl group.
(13) CC(O)[C@H]1CNC(=O)C(=O)N1CC(C)(C)C (some centres undefined)
(16) Cc1ccc(NC(=O)c2nc[nH]c2C(=O)NCC(=O)OC(C)(C)C)cc1
(35) CC(C)(C)CN1C(N)=NC[C@H]1Cc1ccc(O)cc1
(38) C[C@H](NC(=O)c1[nH]cnc1C(=O)Nc1ccccc1)C(=O)OC(C)(C)C
(47) CCO[C@@H]1OC(C(=O)NC2CC2)=C[C@H](C(C)(C)C)[C@H]1CCCO
(59) CC(C)(C)N1OC2CC1c1nc3ccccc3n1C2 (centres undefined)
(67) CC(C)C[C@H](NC(=O)c1nc[nH]c1C(=O)NCC(=O)OC(C)(C)C)C(=O)OCc1ccccc1
(77) COc1cc([C@@H]2c3cc4c(cc3[C@@H](O)[C@@H](CO)[C@@H]2CO)OCO4)cc(OC)c1O[Si](C)(C)C(C)(C)C
Assay by compound,13,16,35,38,47,59,67,77
UBC9 SUMO inh,9,-5,8,-11,17,16,-54,-74
MEKK2wt PB1 HTS,103,103,101,68,94,96,91,132
MEKK2 mut-MEK5,1,0,1,-23,2,2,4,1
